TCR activator: Activators of T cell receptors: qHTS campaign; primary human leukocytes, anti-CD3, IL-2 HTRF, 48 h; Potency, µM (titrated, usually from 9.22 µM), inactives show top-dose activation of IL-2 secretion, hits mostly activators; 330,000 tested, under 10 active; AID 504894, 2011; further: % of control where 0% means no effect
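Primary human leukocytes were stimulated with a-CD3 beads plus compounds for 48 hr without co-stimulation; secreted IL-2 was quantified by HTRF using a-IL-2-K (europium cryptate) and a-IL-2-d2, excited at 320nm with acceptor emission read at 665nm.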
ASM inhibitor: Inhibitors of Secretory Acid Sphingomyelinase (S-ASM): qHTS | Sphingomyelin phosphodiesterase (Homo sapiens), P17405 | Potency, µM (top dose mostly 57.5 µM), inactives show top-dose activity change, negative = inhibition, hits mostly inhibitors | placental ASM, HMU-PC fluorogenic substrate, 60 min | 340,000 tested, 0.006% active; further: potency means the concentration at half of the fitted maximal effect
Target sequence (P17405 47-631 limits assumed): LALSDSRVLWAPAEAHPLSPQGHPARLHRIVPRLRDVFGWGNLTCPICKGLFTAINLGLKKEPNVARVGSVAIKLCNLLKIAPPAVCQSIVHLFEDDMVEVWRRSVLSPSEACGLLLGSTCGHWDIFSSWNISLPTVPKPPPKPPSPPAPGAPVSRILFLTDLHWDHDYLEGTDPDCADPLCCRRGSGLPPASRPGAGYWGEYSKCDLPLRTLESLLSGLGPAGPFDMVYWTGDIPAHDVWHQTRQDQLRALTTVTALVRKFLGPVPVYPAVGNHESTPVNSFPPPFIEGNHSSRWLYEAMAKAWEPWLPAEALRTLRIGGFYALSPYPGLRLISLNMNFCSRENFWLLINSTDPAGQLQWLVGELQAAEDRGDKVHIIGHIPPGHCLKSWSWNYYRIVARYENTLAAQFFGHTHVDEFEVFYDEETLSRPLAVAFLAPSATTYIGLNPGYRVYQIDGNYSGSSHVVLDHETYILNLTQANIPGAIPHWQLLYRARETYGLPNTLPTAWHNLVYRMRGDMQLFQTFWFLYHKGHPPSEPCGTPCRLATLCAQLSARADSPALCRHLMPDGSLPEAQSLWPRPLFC
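Human placenta-derived ASM preincubated with compound 10 min at room temperature, then reacted with 9 uM (final) fluorogenic HMU-PC substrate for 60 min at 37 C. Stop solution raises pH to 10; fluorescence read at Ex 386/Em 447 nm.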
A-T KAP1 phos: qHTS Assay for Identifying a Potential Treatment of Ataxia-Telangiectasia; 320,000 tested, 0.19% active; […] A-T fibroblasts, KAP-1 phosphorylation AlphaLISA; neocarzinostatin DNA damage 30 min before lysis; AID 485349, 2010; Potency, µM (doses to about 57.5 µM), for the others: at the top dose activation, most hits filed as activators; further: potency means the concentration at half of the fitted maximal effect; % of control where 0% means no effect; nearly all actives have a fitted effect of over 45% in size
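hTERT-immortalized A-T patient fibroblasts ([…]), 500 cells/well in OPTI-MEM, 1% FBS, got compounds for 60 min, then NCS for 30 min at 37C. Lysates were then assayed for phospho-KAP-1 by AlphaLISA (anti-pKAP1 donor, anti-KAP1 acceptor beads), 6 hr at 25C.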
Integrin act MD: qHTS for Activators of Integrin-Mediated Alleviation for Muscular Dystrophy. alpha7betagal myoblasts, beta-gal FDG fluorescence, 48 h. Potency, µM (top dose mostly 38.3 µM), without a hit: at the highest dose activation, usual class: activators. 350,000 tested, 0.064% active. AID 624291, 2012;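 further: potency means the concentration at half of the fitted maximal effect; 100% = response of the positive control SU9516; nearly all actives have a fitted effect of over 60% in size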
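alpha7betagal+/- myoblasts (passage 13, 250/well) treated 48 h at 37C with compounds at 1:260 dilution of DMSO stock. Lysed, then beta-galactosidase activity read as FDG fluorescence (ex 480/em 540) after 30 min, with pre-read for autofluorescence.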
Eya2 inh: qHTS Assay for Inhibitors of the Phosphatase Activity of Eya2; Protein phosphatase EYA2 (Homo sapiens), O00167; recombinant Eya2, OMFP fluorescence dephosphorylation (OMFP is methylfluorescein phosphate); Potency, µM (highest dose often 76.9 µM), for inactives: top-dose activity, negative = inhibition, actives largely listed as inhibitors; 330,000 tested, 0.006% active; further: potency means the concentration at half of the fitted maximal effect; on the % scale 0 is the no-effect control and ±100 the full control effect
Target sequence (O00167 whole entry, looked up): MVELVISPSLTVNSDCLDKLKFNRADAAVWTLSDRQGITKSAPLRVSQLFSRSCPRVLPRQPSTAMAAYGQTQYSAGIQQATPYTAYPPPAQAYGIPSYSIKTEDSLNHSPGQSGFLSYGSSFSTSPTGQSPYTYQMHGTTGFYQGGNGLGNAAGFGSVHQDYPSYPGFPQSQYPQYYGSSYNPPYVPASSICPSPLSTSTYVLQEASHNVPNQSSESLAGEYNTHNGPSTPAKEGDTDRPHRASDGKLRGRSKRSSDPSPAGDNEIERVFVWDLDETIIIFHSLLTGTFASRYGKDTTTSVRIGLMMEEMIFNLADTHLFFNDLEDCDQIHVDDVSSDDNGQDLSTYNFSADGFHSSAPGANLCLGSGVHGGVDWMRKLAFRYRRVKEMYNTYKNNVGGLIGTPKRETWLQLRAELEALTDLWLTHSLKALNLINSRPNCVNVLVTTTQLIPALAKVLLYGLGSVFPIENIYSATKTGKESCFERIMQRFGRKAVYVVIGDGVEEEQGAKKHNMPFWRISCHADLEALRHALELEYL
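Eya2 protein (added as 0.2 uM solution) was preincubated with compound for 10 min at ambient temperature in 50 mM HEPES pH 7.5, 50 mM NaCl, 5 uM MgCl2, 0.05% BSA, 1 mM DTT. OMFP (added at 50 uM) then reacted 10 min; fluorescence read at 485/525 nm.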
Mito fusion yeast: qHTS Assay for Small Molecule Inhibitors of Mitochondrial Division or Activators of Mitochondrial Fusion; S. cerevisiae fusion-defective mutant growth rescue, CellTiterGlo 48 h; Potency, µM (series often up to 46.1 µM), without a hit: at the top dose growth rescue (activation), most hits filed as activators; AID 485298, 2010; 320,000 tested, 0.23% active;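 further: potency means the concentration at half of the fitted maximal effect; % of control where 0% means no effect; nearly all actives have a fitted effect of over 45% in size; temperature-sensitive fusion mutants such as fzo1-1 at 37 °C on non-fermentable ethanol glycerol medium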
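Luminescent cell viability in 1536-well qHTS format served as the measure of rescued growth in ts fusion-mutant S. cerevisiae cultured on non-fermentable YPEG for 48 hours at 37C.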
Chronic BCR inh: qHTS Assay to Find Inhibitors of Chronic Active B-Cell Receptor Signaling; ABC-DLBCL IkBa-CBG/CBR reporter, luminescence ratio, 4 h; Potency, µM (top dose mostly 46.1 µM), for inactives: at the highest dose ratio change, negative = lower green/red ratio, usual class: inhibitors; 340,000 tested, 0.05% active; active means well fitted inhibition curve with a large enough effect in the signal ratio, with a control signal flat, not every such curve was filed as active; inconclusive means small, poorly fitted or top-dose-only effect, or effect the other way, or a change in a side signal; the % refers to the signal ratio;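 further: potency means the concentration at half of the fitted maximal effect; plate controls were basal doxycycline-induced cells for no effect and cells given 10 µM MG132 for full effect; MG132 reads +100%, hits lower the ratio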
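TMD8 human ABC-DLBCL cells with doxycycline-inducible IκBα–green luciferase fusion and unfused red luciferase, in 0.5% FBS medium; compounds up to 46 uM, 4 h at 37C. Green/red luminescence ratio, filter-overlap corrected, fitted to concentration-response curves.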
PTAP TSG101 blk: qHTS Assay for Iinhibitors of HIV-1 Budding by Blocking the Interaction of PTAP/TSG101 | Tumor susceptibility gene 101 protein (Homo sapiens), Q99816 | Fluorescence polarization, FITC-PTAP peptide / Tsg101 binding | Potency, µM (highest dose often 115 µM), for inactives: at the highest dose activity change, negative = inhibition, most hits filed as inhibitors | 340,000 tested, under 10 active | AID 493005, 2010; active means well fitted inhibition curve with a large enough effect in the main read-out, with a control signal flat, not every such curve was filed as active; inconclusive means small, poorly fitted or top-dose-only effect, or effect the other way, or a change in a side signal; inactive means no such curve, though single readings can be large or run the other way; further: potency means the concentration at half of the fitted maximal effect; % of control where 0% means no effect
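Compounds were pin-transferred onto Tsg101 binding domain (10 uM final) in HEPES pH 7.5 buffer, then FITC-PTAP peptide was added at 50 nM final. After 20 min at RT, polarization reported peptide displacement across a qHTS concentration series.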
ELG1 DNA repair: qHTS screen for small molecules that inhibit ELG1-dependent DNA repair in human embryonic kidney (HEK293T) cells expressing luciferase-tagged ELG1. HEK293T ELG1-luciferase reporter, luminescence, 16 h; DNA damage induced by 5-fluorouridine. Potency, µM (titrated, usually from 46.1 µM), inactives show at the highest dose activity change, negative = inhibition, actives largely listed as inhibitors. 330,000 tested, 2.3% active. AID 504467, 2011; further: potency means the concentration at half of the fitted maximal effect; on the % scale 0 is the no-effect control and ±100 the full control effect; nearly all actives have a fitted effect of over 55% in size
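Luminescence from the luciferase reporter, measured 30 min after ONE-Glo reagent at room temperature, was the read-out. Beforehand, 2,000 cells per well were exposed for 16 hr at 37 °C to 5-fluorouridine together with compound or vehicle.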
TSHR antag: Antagonists of the Thyroid Stimulating Hormone Receptor: HTS campaign; TSHR-expressing cells, TSH-stimulated cAMP HTRF, 2 h; active compounds read low; activity change, negative = inhibition, % at 11.5 µM; 330,000 tested, 0.2% active; AID 504810, 2011;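 active means activity change below a set negative limit, meaning inhibition stronger than a set level, cut at about -70% in these data; inconclusive means activity change between two set negative limits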; further: on the % scale 0 is the no-effect control and ±100 the full control effect
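Antagonism was scored as loss of TSH-driven cAMP in TSHR cells, stimulated with 4nM TSH (EC80) for 2 hours at 37 deg C and detected by homogeneous HTRF competition immunoassay.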
Tb PFK inh: qHTS Assay to Find Inhibitors of T. brucei phosphofructokinase; ATP-dependent 6-phosphofructokinase (Trypanosoma brucei brucei), O15648; T. brucei PFK, ADP-Glo luminescence; Potency, µM (highest dose often 57.5 µM), inactives show top-dose activity, negative = inhibition, actives largely listed as inhibitors; 330,000 tested, 0.17% active;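 further: potency means the concentration at half of the fitted maximal effect; 0% = uninhibited 1x PFK enzyme wells and -100% = no-enzyme wells; nearly all actives have a fitted effect of over 60% in size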
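1.25 nM PFK with 0.5 mM F6P and 0.1 mM ATP in 0.1 M TEA pH 8.0, 5 mM MgCl2, incubated 45 min at room temperature; ADP measured by ADP-Glo luminescence; compounds titrated up to 57 uM.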
Active calls of the source: *; ? = inconclusive; / = not tested or not shown; [ ] = dose if it differs, or a comment. Unless noted, the call rests on the fitted dose curve; in most records, active means well fitted curve in the direction sought with a large enough effect; inconclusive means small, poorly fitted or top-dose-only effect, or another doubt; inactive means no such curve, though single readings can be large; an effect the other way counts as inactive or inconclusive.

SMILES	TCR activator	ASM inhibitor	A-T KAP1 phos	Integrin act MD	Eya2 inh	Mito fusion yeast	Chronic BCR inh	PTAP TSG101 blk	ELG1 DNA repair	TSHR antag	Tb PFK inh
CCC(=O)N1CCc2cc(S(=O)(=O)NC(Cc3ccccc3)C(=O)NC3CCCCC3)ccc21 (configuration not stated)	6%	-1%	0%	9%	-11%	-4%	3%	-12%	0%	20	1%
CC(=O)c1ccc(N(C)C)c2c(N(C)C)cccc12	2%	-25%	-13%	?	1%	-1%	-1%	-4%	?	11	0%
Cc1nn(C(C)C(=O)O)c2ccccc12 (configuration not stated)	-41%	-2%	-1%	-3%	-1%	1%	16%	0%	2%	5	3%
CCOc1nc2ccccc2nc1NS(=O)(=O)c1ccccc1	-1%	-2%	2%	5%	13%	-4%	0%	-3%	-1%	13	-2%
Cc1c(S(=O)(=O)N2CCC(C)CC2)c(=O)n(C)c(=O)n1C	5%	-1%	-21%	10%	-40%	0%	4%	-3%	?	15	-16%
Cc1c(NC(=O)c2cc(-c3ccc(O)cc3)on2)c(=O)n(-c2ccccc2)n1C	-2%	3%	5%	0%	2%	1%	-8%	-7%	?	1	2%
CC(C)c1ccc(/C=C/C(=O)NC(=S)NN2CCOCC2)cc1	1%	-4%	-13%	11%	-1%	-5%	?	-2%	?	-22	4%
Cc1cc(C(=O)OCC(=O)Nc2cc(C(F)(F)F)ccc2N2CCOCC2)c(C)o1	0%	-6%	6%	-35%	-8%	4%	-1%	-14%	?	-5	3%
CCN(CCCNC(=O)Cn1ncc2c([nH]c3ccccc32)c1=O)Cc1ccccc1	3%	-1%	-5%	-73%[inhibitor]	3%	1%	-3%	0%	-2%	15	2%
Cc1ccn2c(Nc3ccccc3C)c(-c3cccnc3)nc2c1	1%	-3%	-2%	27%	-13%	-3%	1%	-5%	-8%	-1	-1%
CCOC(=O)CCC(=O)N1CCOCCOCCN(C(=O)CCC(=O)OCC)CCOCC1	-29%	-3%	/	6%	-10%	-1%	?	-5%	4%	-1	1%
Cc1n[nH]c(C)c1CCC(=O)N/N=C/c1c[nH]c2ccccc12	5%	1%	8%	3%	-18%	1%	-1%	-5%	0%	16	3%
O=C1C2C3C=CC(C3)C2C(=O)N1c1nccs1 (configuration not stated)	-3%	4%	-11%	19%	3%	-3%	3%	-6%	0%	-5	-2%
Cc1ccc2c(c1)N=C(c1ccc(Cl)cc1)CO2	-4%	-1%	-2%	-14%	22%	3%	?	-6%	?	3	-4%
O=C(NC(=S)Nc1ccc(S(=O)(=O)Nc2ccccc2)cc1)C1CC1	-8%	-3%	1%	2%	-28%	-19%	-21%	1%	0%	-3	11%
Cc1ccc(N=C2SC(C(=O)NCCc3ccccc3)CC(=O)N2C)cc1C (configuration not stated)	-5%	-4%	2%	0%	-3%	2%	1%	0%	-14%	-3	-2%
CCOc1ccc(CCNC(=O)c2c(C)noc2C)cc1OCC	4%	/	4%	0%	-4%	-3%	-2%	-2%	18%	5	1%
COc1ccc(-n2nc([N+](=O)[O-])c(=NC3CCN(Cc4ccccc4)CC3)n2O)cc1	4%	-9%	2%	0%	1%	-2%	4%	-1%	-14%	11	0%
COc1ccc(S(N)(=O)=O)cc1C(=O)OCC(=O)NC(C)(C#N)C1CC1 (configuration not stated)	1%	3%	3%	8%	-12%	0%	?	-2%	0%	-1	5%
O=C(COC(=O)c1ccccc1)NCC1CCCO1 (configuration not stated)	0%	2%	1%	5%	-11%	-8%	2%	-2%	?	11	-2%
Cc1ccc(N/C(=N/S(=O)(=O)c2cccs2)c2ccccc2)c(C)c1	-2%	-1%	-1%	-12%	-1%	2%	-6%	-4%	0%	-9	-6%
Cc1ccccc1NC(=O)Cn1c(C)nc2ccc(N)cc2c1=O	-1%	73%[activator]	/	0%	10%	-2%	-15%	-3%	-8%	-11	7%
Cc1cc(C)c2cc(CN(CCO)C(=O)NC3CCCCC3)c(=O)[nH]c2c1	-2%	0%	2%	-2%	9%	-3%	-4%	-8%	-29%	2	-3%
O=C(CN1CCN(Cc2ccccc2)CC1)Nc1ccc(Cl)cn1	-2%	3%	-13%	-8%	4%	-10%	?	-5%	6%	7	1%

Exported with two lines to a compound: two of the compounds above
Values run as follows: TCR activator	ASM inhibitor	A-T KAP1 phos	Integrin act MD	Eya2 inh	Mito fusion yeast	Chronic BCR inh	PTAP TSG101 blk	ELG1 DNA repair	TSHR antag	Tb PFK inh
- O=C(COC(=O)c1ccccc1)NCC1CCCO1 (configuration not stated)
    0%	2%	1%	5%	-11%	-8%	2%	-2%	?	11	-2%
- CC(=O)c1ccc(N(C)C)c2c(N(C)C)cccc12
    2%	-25%	-13%	?	1%	-1%	-1%	-4%	?	11	0%

(listing goes on)
SMILES	TCR activator	ASM inhibitor	A-T KAP1 phos	Integrin act MD	Eya2 inh	Mito fusion yeast	Chronic BCR inh	PTAP TSG101 blk	ELG1 DNA repair	TSHR antag	Tb PFK inh
COc1cc(-c2nc3sc(C)c(C)c3c(=O)o2)cc(OC)c1OC	-1%	32%	10%	-6%	2%	2%	-1%	-5%	4%	-14	-1%
COc1ccc(S(=O)(=O)NC2CC3CCC2C3)cc1Cl (configuration not stated)	-1%	-2%	-7%	26%	6%	-15%	6%	-2%	21%	14	-6%
O=C(CCCSc1nc2ccccc2[nH]1)N1CCN(c2ccccc2)CC1	5%	0%	2%	-11%	18%	-3%	2%	-3%	23µM*	-20	2%
Cc1cc(C)nc(Nc2n[nH]c(-c3ccccc3Br)n2)n1	2%	4%	-23%	20%	10%	-6%	?	-8%	?	15	1%
COc1ccccc1-n1c(CNC(=O)COc2ccccc2)n[nH]c1=S	-1%	5%	0%	16%	2%	0%	?	-3%	14%	19	-11%
CC1CCC(C(C)C)C(OC(=O)Cn2nnc3c(cnn3-c3ccccc3)c2=O)C1 (configuration not stated)	7%	-7%	-18%	23%	3%	-12%	-6%	-5%	16µM*	6	-2%
COc1ccccc1OCc1ccc(C(=O)N2CCN(C(=O)c3ccco3)CC2)cc1	-14%	2%	/	-26%	-2%	-1%	-11%	-2%	?	5	-1%
CC(C)C(=O)Nc1nnc(CCN2CCCCC2)s1	4%	1%	7%	-22%[7.66 µM]	-7%	0%	?	3%	8%	-12	5%
Cc1cc(C)c(NC(=O)C(=O)NCc2ccco2)c(C)c1	5%	3%	1%	2%	-6%	-5%	6%	0%	-7%	-7	-3%
CCc1ccc(/C=N/NC(=O)c2cc(-c3ccncc3)nc3ccccc23)s1	10%[46.1 µM]	-8%	-5%	5%	0%	2%	?	-6%	?	14	0%
Cc1c(C(=O)OCCOc2ccc(Br)cc2)sc(=S)n1C	-6%	-11%	5%	-24%	1%	-12%	-1%	2%	10%	14	3%
COC(=O)CNC(=O)Cn1cnc2sc(C)c(S(=O)(=O)N3CCC(C)CC3)c2c1=O	-1%	-1%	2%	15%	0%	-7%	-7%	-3%	?	-7	1%
COc1ccc(C(=O)N/C(=C\c2cn(C)c3ccccc23)C(=O)N2CCOCC2)cc1OC	-10%	4%	4%	3%	9%	-2%	9%	-2%	1%	4	-3%
CC(=O)Nc1ccc(-c2nnc(SCC(=O)n3c4c(c5ccccc53)CCCC4)n2C)cc1	2%	-2%	-4%	-21%	6%	-3%	-8%	-1%	-14%	1	-5%

High-throughput results: PubChem, National Center for Advancing Translational Sciences (NCATS)
